AMA1 RON2 block: qHTS for Inhibitors of AMA1-RON; Towards Development of Antimalarial Drug Lead: Primary Screen. Plasmodium falciparum AMA1 (3D7) - RON2 peptide interaction. AlphaScreen AMA1-biotinylated RON2 peptide binding. Potency, µM (doses to about 58.2 µM), without a hit: top-dose activity change, negative = inhibition, most hits filed as inhibitors. 0.2% of 360,000 active;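 note: 0% = vehicle wells and -100% = peptide control; nearly all actives have a fitted effect of over 45% in size; some results filed as inactive show a strong effect at the top dose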
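AMA1 (3D7) with his tag at 25 nM final met compounds first, then biotinylated RON2 peptide at 25 nM; detection used donor plus acceptor beads, 10 µg/mL apiece, read by AlphaScreen after 30 min at room temperature.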
Tb PYK inh: qHTS of Trypanosoma Brucei Inhibitors | Potency, µM (titrated, usually from 76.8 µM), inactives show at the top dose activity, negative = inhibition, usual class: inhibitors | AID 624173, 2012 | pyruvate kinase (Trypanosoma brucei), Q57TT1 | TbPYK enzyme, Kinase-Glo Plus ATP luminescence, 45 min | 0.12% of 410,000 active; note: nearly all actives have a fitted effect of over 50% in size
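Luminescence from Kinase-Glo Plus, added after a 45-minute room-temperature reaction, served as the end-point read-out. The enzyme and substrate were preincubated with compound before ADP (130 uM final) initiated turnover. Concentration-effect curves came from normalized qHTS data.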
Active calls of the source: *; [ ] = dose if it differs, or a comment. Calls come from the whole dose curve; as a rule, active = well fitted curve in the direction sought with a large enough effect; inconclusive = small, poorly fitted or top-dose-only effect, or another doubt; inactive = no such curve, though single readings can be large; an effect the other way counts as inactive or inconclusive. Unless noted, % is set by controls: 0 for no effect and ±100 for the full control effect; potency is the fitted concentration of half-maximal effect. An excerpt (hit frequency here may not be typical).

For CC(C)NC(=O)C1(C)CCCN1Cc1ccccc1C#N (stereo not given) the results were AMA1 RON2 block -2% and Tb PYK inh -10%.
O=C(CC[C@H]1O[C@@H](n2cnc3c(NC(=O)c4ccccc4)ncnc32)[C@H](O)[C@@H]1O)NCc1nc2ccccc2[nH]1 was read as AMA1 RON2 block 2% and Tb PYK inh 1%.
Nc1ccccc1C(=O)NCCCN1CCN(c2cccc(Cl)c2)CC1 was read as AMA1 RON2 block -10% and Tb PYK inh -1%.
Screening CC(C)(C)n1nnnc1C(c1ccnc2ccccc12)N1CCC2(CC1)C(=O)NCN2c1ccccc1 (stereo not given) returned AMA1 RON2 block -11% and Tb PYK inh 3%.
Screening Cc1ccc(S(=O)(=O)N(C)C[C@H]2Oc3c(NC(=O)Nc4cccc5ccccc45)cccc3C(=O)N([C@@H](C)CO)C[C@@H]2C)cc1 returned AMA1 RON2 block -11% and Tb PYK inh 6%.
For Cc1cc(C)n2nc(C(=O)OCC(=O)Nc3ccc(Cl)cc3)nc2n1 the results were AMA1 RON2 block -9% and Tb PYK inh -11%.
Screening CC(C)(C)n1nnnc1C(c1cc2ccccc2o1)N(CCC#N)Cc1ccccc1 (stereo not given) returned AMA1 RON2 block 5% and Tb PYK inh -4%.
For COc1ccc(CC(Cc2ccc(OC)c(OC)c2)NC=O)cc1OC the results were AMA1 RON2 block -3% and Tb PYK inh -12%.
For CC[C@]12c3[nH]c4cc(-c5ccco5)ccc4c3CCN1C(=O)[C@@H](CC(=O)NCCCN(C)C)C[C@@H]2C(=O)N1CCN(C(=O)c2ccco2)CC1 the results were AMA1 RON2 block -17% and Tb PYK inh 5%.
For Cc1ccc(OCCNC(=O)CCc2nc3sc4c(c3c(=O)[nH]2)CCCC4)cc1 the results were AMA1 RON2 block -2% and Tb PYK inh -6%.
`COc1ccccc1OCCSc1nnnn1C1CCCCC1` gave AMA1 RON2 block 6% and Tb PYK inh 2%.
`O=C1OC[C@@H]2CCCN2C(=O)[C@@H](CC(=O)N(CCO)Cc2ccccc2)C/C=C\CC[C@H]1Cc1ccc(F)cc1` gave AMA1 RON2 block -6% and Tb PYK inh -2%.
For CC(=CC(=O)c1ccccc1)c1ccccc1 the results were AMA1 RON2 block 12% and Tb PYK inh 3%.
For O=C1N[C@H]2CC=C[C@H]2N(Cc2cccs2)c2ccccc21 the results were AMA1 RON2 block 2% and Tb PYK inh 2%.
Screening Cc1cc(Br)cn2c(Cc3ccsc3)c(-c3ccc(C#N)cc3)nc12 returned AMA1 RON2 block 4% and Tb PYK inh 1%.
CCOC(=O)C1=CN(CC)S(=O)(=O)NC1CCc1ccccc1 (stereo not given) was read as AMA1 RON2 block 33%[activator] and Tb PYK inh -4%.
For CC1CCCC(C)N1C(=O)COC(=O)c1cc(F)c(F)cc1Cl (stereo not given) the results were AMA1 RON2 block 1% and Tb PYK inh 1%.
CCCCCCCCOC(=O)c1cc([N+](=O)[O-])c(Sc2ncnc3nc[nH]c23)c([N+](=O)[O-])c1 was read as AMA1 RON2 block 1% and Tb PYK inh 2%.
Screening C=CCn1c(Cn2c(-c3cnccn3)nc3ccccc32)nc2ccccc21 returned AMA1 RON2 block 2% and Tb PYK inh 3%.
Screening COc1ccc2[nH]c3c(c2c1)CCN1C(=O)C(CC(=O)NCc2ccco2)C[C@H](C(=O)N2CCOCC2)[C@@]31C (stereo not given in full) returned AMA1 RON2 block -2% and Tb PYK inh -2%.
For O=C(COC(=O)/C=C/c1ccccc1)NCc1ccco1 the results were AMA1 RON2 block 2% and Tb PYK inh -11%.
`CCOc1ccc(CCNC(=O)COC(=O)c2ccncc2)cc1OCC` gave AMA1 RON2 block 0% and Tb PYK inh 1%.
For Cc1cc(C)c(NS(=O)(=O)c2ccc3c(c2)oc(=O)n3C)c(C)c1 the results were AMA1 RON2 block -6% and Tb PYK inh -1%.
`Cc1ccc(S(=O)(=O)N2CCOCC2)cc1NC(=O)COC(=O)C1(C)CC1(Cl)Cl` (stereo not given) gave AMA1 RON2 block -3% and Tb PYK inh 1%.
Screening O=C(CN1C(=O)C(=O)N(CCC2=CCCCC2)C1=O)Nc1ccc(F)cc1F returned AMA1 RON2 block 0%[11.6 µM] and Tb PYK inh -20%.
`CCOC(=O)c1c(C)[nH]c(C(=O)OCC(O)=C(C#N)c2nc3ccccc3[nH]2)c1C` gave AMA1 RON2 block 50%[activator] and Tb PYK inh -2%.
For COc1ccccc1Cc1c(-c2ccc(OC)c(OC)c2)nc2c(Cl)cc(C(F)(F)F)cn12 the results were AMA1 RON2 block 19% and Tb PYK inh -8%.
`COc1cc2c(cc1OC)C13CCN4CC5CCOC6CC(=O)N2C1C6C5CC43` (stereo not given) gave AMA1 RON2 block -4% and Tb PYK inh 4%.
For Cn1cnc(CCN)c1 the results were AMA1 RON2 block 101%[activator] and Tb PYK inh 1%.
O=C1NC(=S)S/C1=C\c1cc(Cl)ccc1Cl was read as AMA1 RON2 block 2% and Tb PYK inh -11%.
COc1ccc(-c2ccc(C(=O)Nc3ccccc3)c3occc23)c(C)c1 was read as AMA1 RON2 block 13% and Tb PYK inh 0%.
O=C(Nc1cccc(C(F)(F)F)c1)C1CC(=O)N(Cc2ccco2)C1 (stereo not given) was read as AMA1 RON2 block -10% and Tb PYK inh 0%.
Screening O=C(NCc1ccco1)C1CC(c2ccc(C(F)(F)F)cc2)=NO1 (stereo not given) returned AMA1 RON2 block -3% and Tb PYK inh -2%.
Screening COc1ccc(-c2cc3nc(C)cc(N4CCN(C(=O)c5ccoc5)CC4)n3n2)cc1 returned AMA1 RON2 block -10% and Tb PYK inh -10%.
For CC(=O)c1cccc(-c2ccnc3c2CC(C(=O)NCc2ccccc2)O3)c1 (stereo not given) the results were AMA1 RON2 block 13% and Tb PYK inh 7%.
CN(C)Cc1csc(NC(=O)Nc2ccccc2Oc2ccccc2)n1 was read as AMA1 RON2 block 21% and Tb PYK inh -2%.
`COc1ccc([C@H]2/C=C\CN(C(=O)[C@H](Cc3ccccc3)NC(=O)OCC3c4ccccc4-c4ccccc43)CC(=O)N2Cc2ccc(F)cc2)cc1` gave AMA1 RON2 block 12% and Tb PYK inh -6%.
COCCCn1cc(CN2CC(N3CCCCC3)CS2(=O)=O)nn1 (stereo not given) was read as AMA1 RON2 block -3% and Tb PYK inh 2%.
Screening Cc1ccc(S(=O)(=O)N(C)CC(=O)OCC(=O)c2ccc3c(c2)NC(=O)CO3)cc1 returned AMA1 RON2 block -4% and Tb PYK inh 4%.
O=S1(=O)C[C@H](N2CCC(Cc3ccccc3)CC2)[C@@H](COCc2ccccc2)N1 was read as AMA1 RON2 block -15% and Tb PYK inh 4%.
`CC(=O)C[C@@H](O)CC(=O)[C@@H]1OC(=O)[C@@H](C)C/C=C\Cc2ccccc21` gave AMA1 RON2 block 7% and Tb PYK inh -5%.
For Cc1noc(C)c1NC(=O)N(C)C[C@@H]1Oc2c(NC(=O)c3ccncc3)cccc2C(=O)N([C@H](C)CO)C[C@@H]1C the results were AMA1 RON2 block -5% and Tb PYK inh -28%.
C[C@H](CO)N1C[C@H](C)[C@@H](CN(C)Cc2ccccc2)OCc2cnnn2CCCC1=O was read as AMA1 RON2 block 0% and Tb PYK inh -2%.
Screening CN1CCN(S(=O)(=O)c2ccc(C(=O)NC3CCCCC3)cc2)CC1 returned AMA1 RON2 block 7% and Tb PYK inh -1%.
Screening COc1ccc(CCNC(=O)Nc2ccc3c(c2)c(=O)n(C)n3Cc2ccc(F)cc2)cc1OC returned AMA1 RON2 block -2% and Tb PYK inh 0%.

Copied from the results shown, 6 compounds:
COc1ccc(-c2ccc(C(=O)Nc3ccccc3)c3occc23)c(C)c1 was read as AMA1 RON2 block 13% and Tb PYK inh 0%.
O=C(Nc1cccc(C(F)(F)F)c1)C1CC(=O)N(Cc2ccco2)C1 (stereo not given) was read as AMA1 RON2 block -10% and Tb PYK inh 0%.
Screening O=C(NCc1ccco1)C1CC(c2ccc(C(F)(F)F)cc2)=NO1 (stereo not given) returned AMA1 RON2 block -3% and Tb PYK inh -2%.
Screening COc1ccc(-c2cc3nc(C)cc(N4CCN(C(=O)c5ccoc5)CC4)n3n2)cc1 returned AMA1 RON2 block -10% and Tb PYK inh -10%.
For CC(=O)c1cccc(-c2ccnc3c2CC(C(=O)NCc2ccccc2)O3)c1 (stereo not given) the results were AMA1 RON2 block 13% and Tb PYK inh 7%.
CN(C)Cc1csc(NC(=O)Nc2ccccc2Oc2ccccc2)n1 was read as AMA1 RON2 block 21% and Tb PYK inh -2%.

Other entries:
For O=C(c1cccc(S(=O)(=O)NCc2ccccc2)c1)N1CCN(c2ccccc2Cl)CC1 the results were AMA1 RON2 block 0% and Tb PYK inh -2%.
`CCCn1nc(C(=O)Nc2cccc(S(=O)(=O)N3CCOCC3)c2)c2ccccc2c1=O` gave AMA1 RON2 block -13% and Tb PYK inh 2%.
C[C@H](OC(=O)c1[nH]cnc1C(=O)N1CCN(C(=O)OC(C)(C)C)CC1)c1ccccc1 was read as AMA1 RON2 block -1% and Tb PYK inh 1%.
`CCN(C[C@H]1N[C@@](Cc2ccccc2)(C(=O)OC)[C@H]2C(=O)N(C)C(=O)[C@@H]12)S(=O)(=O)c1ccc(C(C)(C)C)cc1` gave AMA1 RON2 block -3% and Tb PYK inh 3%.
Screening C=CC[C@@H](CC(=O)N[C@H](CO)Cc1ccccc1)C(=O)NC[C@@H](OC(=O)[C@@H](CC=C)Cc1ccc(F)cc1)c1ccccc1 returned AMA1 RON2 block 10% and Tb PYK inh -2%.
Screening CN1C[C@@H]2[C@@H]3C(=O)N(C)C(=O)[C@@H]3[C@](C)(C1=O)N2C(=O)c1ccc(C(C)(C)C)cc1 returned AMA1 RON2 block 6% and Tb PYK inh -2%.
CN[C@@H](CO)C(=O)NC[C@H]1O[C@@H](n2cnc3c(N)ncnc32)[C@H](O)[C@@H]1O was read as AMA1 RON2 block 15% and Tb PYK inh 1%.
For C[C@@H]1CN([C@H](C)CO)C(=O)Cc2cc(NS(=O)(=O)c3ccc(F)cc3)ccc2O[C@H]1CN(C)Cc1ccc(C(=O)O)cc1 the results were AMA1 RON2 block -4% and Tb PYK inh 1%.
Screening CCC(=O)N1CCCC(C(=O)Nc2nc3ccccc3n2C)CC1 (stereo not given) returned AMA1 RON2 block 40%[activator] and Tb PYK inh 0%.
For Cc1ncc(C(O)c2ccc(N(C)C)cc2)n1Cc1ccccc1 (stereo not given) the results were AMA1 RON2 block -21% and Tb PYK inh -4%.
Cc1cc(Br)c(NC(=O)COC(=O)c2ccc[n+]([O-])c2)c(Br)c1 was read as AMA1 RON2 block 5% and Tb PYK inh 2%.
Cc1ccc(Cl)c(OCCCCN2CCC(C)CC2)c1 was read as AMA1 RON2 block -4% and Tb PYK inh -4%.
`Cc1c(C)n(CC(O)CSc2ccccc2)c2ccccc12` (stereo not given) gave AMA1 RON2 block -28% and Tb PYK inh -8%.
For Cc1noc(C)c1NC(=O)N(C)C[C@H]1Oc2ccc(NS(=O)(=O)c3c(C)noc3C)cc2C(=O)N([C@H](C)CO)C[C@@H]1C the results were AMA1 RON2 block 3% and Tb PYK inh -3%.
Screening O=C(CCS(=O)(=O)c1ccc(F)cc1)Nc1nccs1 returned AMA1 RON2 block 28% and Tb PYK inh -4%.
Screening CC1CCCC(C)N1C(=O)COC(=O)c1cccnc1Cl (stereo not given) returned AMA1 RON2 block -4% and Tb PYK inh 2%.
For O=C(C(=O)c1ccc(O)c(O)c1)c1ccc(O)c(O)c1 the results were AMA1 RON2 block 24% and Tb PYK inh -7%.
For O=C(OCc1cn([C@@H]2CN(C(=O)c3cccs3)[C@@H](c3ccccc3)C[C@H]2O)nn1)c1ccccc1 the results were AMA1 RON2 block 0% and Tb PYK inh 5%.
`CCOc1ccc(NS(=O)(=O)c2cc(NC(=O)C3CC3)ccc2C)cc1Br` gave AMA1 RON2 block -2% and Tb PYK inh -10%.
For CNC1CCc2cc(OC)c(OC)c(OC)c2-c2ccc(SC)c(=O)cc21 (stereo not given) the results were AMA1 RON2 block 28% and Tb PYK inh 5%.
`CCCCc1ccc(S(=O)(=O)NC(=O)C2(C)CCN2C(=O)Cc2ccccc2)cc1` (stereo not given) gave AMA1 RON2 block -4% and Tb PYK inh 4%.
`O=C(COC(=O)[C@@H]1CC(O)CN1S(=O)(=O)c1ccc(Cl)c(Cl)c1)NC(=O)NCc1ccccc1` (stereo not given in full) gave AMA1 RON2 block -6% and Tb PYK inh -8%.
`CC1(Cc2ccc(OC(F)(F)F)cc2)C(=O)Nc2ccc(S(=O)(=O)NC3CCCCC3)cc21` (stereo not given) gave AMA1 RON2 block 6% and Tb PYK inh -5%.
`Cc1ccc(Cc2c(-c3ccc(C)cc3)nc3cc(C)ccn23)cc1` gave AMA1 RON2 block -26% and Tb PYK inh -1%.
CC(=O)Nc1cccc(-c2cc(NC=O)c3ncc(-c4ccc(F)c(Cl)c4)n3c2)c1 was read as AMA1 RON2 block 17% and Tb PYK inh -1%.

Assay outcomes: PubChem, National Center for Advancing Translational Sciences (NCATS)
